RAD54 inh – blocks human RAD54 Holliday junction branch migration; FAM/BHQ fluorescence; inhibition, % at 10.4 µM; 360,000 compounds, 0.14% hits; AID 602329;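 active = mean normalized replicate activity at least 40 and at least half of replicates scoring 40 or more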;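 note: 0% = median of neutral control wells and 100% = median of positive control wells; inhibitors cause a drop in the FAM fluorescence signal; in these data hits start at about 50%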
Target sequence (Q92698 whole entry, looked up): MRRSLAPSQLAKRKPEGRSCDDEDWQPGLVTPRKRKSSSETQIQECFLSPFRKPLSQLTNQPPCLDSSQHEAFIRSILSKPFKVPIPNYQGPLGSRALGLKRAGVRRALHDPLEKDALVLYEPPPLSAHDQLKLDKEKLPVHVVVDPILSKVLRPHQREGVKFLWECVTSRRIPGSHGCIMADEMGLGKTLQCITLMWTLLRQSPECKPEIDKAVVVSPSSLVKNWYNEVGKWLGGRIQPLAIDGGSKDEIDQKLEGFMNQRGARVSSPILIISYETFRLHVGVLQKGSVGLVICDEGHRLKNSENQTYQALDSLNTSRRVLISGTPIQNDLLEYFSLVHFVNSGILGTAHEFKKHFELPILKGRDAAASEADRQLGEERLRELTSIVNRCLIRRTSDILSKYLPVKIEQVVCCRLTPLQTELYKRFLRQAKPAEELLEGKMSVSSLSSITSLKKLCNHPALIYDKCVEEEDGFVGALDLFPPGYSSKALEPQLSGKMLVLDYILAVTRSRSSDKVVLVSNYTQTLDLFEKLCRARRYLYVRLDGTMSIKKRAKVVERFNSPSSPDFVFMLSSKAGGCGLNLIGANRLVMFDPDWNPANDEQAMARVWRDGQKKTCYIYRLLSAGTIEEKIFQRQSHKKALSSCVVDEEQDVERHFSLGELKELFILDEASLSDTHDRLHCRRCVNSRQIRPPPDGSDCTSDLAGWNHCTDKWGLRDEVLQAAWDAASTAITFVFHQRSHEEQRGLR
ERp5 block – inhibitors of human ERp5. inhibition, % at 9.99 µM. ERp5 insulin aggregation, absorbance 650 nm, 90 min. Q15084. 350,000 compounds, 0.05% hits;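 active = mean replicate inhibition above about 25%, with every replicate also reaching it, limit read from the data, passing the limit was not always enough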
esBAF inh – SWI/SNF esBAF complex inhibition; mouse ES cells, Bmi1-luciferase knock-in reporter, 24 h; 100% = twice the neutral-well signal; reporter increase, % at 12.5 µM; 350,000 compounds, 2% hits; in the data active = activation above about 40%;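 note: 0% = median of the plate's neutral control wells and 100% = double that signal; a rise in the Bmi1 reporter signal indicates esBAF inhibition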
S100A4 MyoIIA – blocks human S100A4 binding to myosin IIA peptide | inhibition, % at 10.7 µM | S100A4/TAMRA-MyoIIA peptide fluorescence polarization | 360,000 compounds, 0.14% hits | P26447;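 active = mean inhibition of at least 70% across replicates, with every replicate also reaching that level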
Target sequence (P26447 whole entry, looked up): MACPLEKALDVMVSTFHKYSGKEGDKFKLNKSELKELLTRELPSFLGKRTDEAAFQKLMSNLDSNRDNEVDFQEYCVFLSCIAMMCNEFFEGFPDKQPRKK
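Test system: S100A4 monomer protein; Medium: HEPES pH 7.2 with CaCl2, KCl, NaCl, DTT, Triton; Probe or stimulus: TAMRA-labelled myosin IIA heavy-chain peptide probe, 5 nM; Doses: one dose per compound; Times: polarization read 5 min after assay mix addition, stable 5–60 min; Benchmarks: neutral control DMSO, positive control TFP.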
XiGFP reactiv – reactivates the inactive X chromosome in mouse fibroblasts; 360,000 compounds, 0.055% hits; activation, % at 7.58 µM; XiGFP mouse fibroblasts, % GFP-positive cells imaging, 3 d; cells co-treated with 5-aza-dC sensitizer; scaled so ellipticine positive control = 100%; AID 743238;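 active = mean normalized replicate activation at least 10% and every replicate at or above 10%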;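 note: 0% = median of on-plate neutral control wells and 100% = ellipticine 6 µM median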
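material = 68-5-11 XiGFP fibroblast line | medium = DMEM plus 5-aza-dC sensitizer | schedule = 3 days compound exposure | benchmarks = positive control ellipticine, 6 µM final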
ERAP1 inh – blocks human ERAP1 aminopeptidase activity | recombinant ERAP1, Leu-AMC fluorescence, 60 min | inhibition, % at 10.7 µM | 340,000 compounds, 0.15% hits | AID 652197;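 active = mean replicate inhibition of at least 30%, or all replicates individually reaching that 30% level; inactive = mean below 30% and not every replicate reaching it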;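 note: 0% = neutral control wells and 100% = L-leucinethiol positive control wells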
RAD52 anneal inh – RAD52 (human) annealing inhibition; recombinant RAD52 DNA annealing, FRET fluorescence; 360,000 compounds, 0.46% hits; inhibition, % at 18.7 µM; P43351;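 active = every replicate showing at least 50% inhibition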
E-sel inducer – E-selectin induction on HUVECs; P16581; HUVEC E-selectin immunofluorescence imaging; normalized: neutral wells 0, TNF-alpha wells 100; activation, % at 7.58 µM; 260,000 compounds, 0.37% hits; AID 686992;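 active = mean E-selectin-positive cell signal at least 10% of the positive control, reached in at least 60% of replicates, without over 20% cell loss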;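 note: in these data hits start at about 27%; measured in HUVEC primary endothelial cells; signal is the percent of cells scored E-selectin positive by PE staining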
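assay system = HUVEC, human umbilical vein endothelial cells | input = 3,000 HUVEC seeded per well | medium = EGM-2 growth medium on 0.1% gelatin-coated wells | dosing = one compound dose added by pin transfer | signal = immunofluorescence imaging | read-out basis = % PE-positive cells | control set = TNF-alpha, DMSO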
Numbers without * were called inactive; / = no result given. Rows are unselected. Share with any hit: about 2.5%.

Molecule,E-sel inducer,ERp5 block,ERAP1 inh,XiGFP reactiv,esBAF inh,S100A4 MyoIIA,RAD52 anneal inh,RAD54 inh
CSc1ncnc2c1ncn2CCCNCC1CCCCC1,0.1,6,2,-0.1,-4,-7,-22,4
Cn1ncc([N+](=O)[O-])c1C(=O)N1CCCCCC1,/,1,0,-0.1,/,-18,-11,-12
Cn1c(=O)c2cc(NC(=O)NCc3ccc(F)cc3)ccc2n1Cc1cccc(C(F)(F)F)c1,-0.4,9,-1,0.0,0,-3,-5,-15
O=C1NCCN(Cc2ccc(Cl)c(F)c2)C1CC(=O)N1CCCCO1 (configuration not stated),-0.3,1,-4,0.1,-5,-1,-24,-3
COc1cc(NS(=O)(=O)c2ccc(NC(=O)c3cccnc3)cc2)ncn1,5.7,-1,-4,2.7,-3,0,-9,-14
COc1cccc(NC(=O)N(C)C[C@H]2Oc3ncc(C4=CCCCC4)cc3C(=O)N([C@H](C)CO)C[C@@H]2C)c1,0.1,-5,4,0.1,2,22,-6,7
Cc1ccc(NC(=O)CSc2n[nH]c(-c3ccncc3)n2)c(C)c1,1.8,2,1,0.3,-9,-1,-7,6
C[C@H]1CN([C@@H](C)CO)S(=O)(=O)c2ccc(C#CCC3CCCC3)cc2O[C@@H]1CN(C)C(=O)CN(C)C,0.2,1,6,-0.2,-3,-7,29,0
O=C(Cn1cc(C(F)(F)F)ccc1=O)OCC(=O)c1ccc[nH]1,-0.1,0,3,0.8,2,-4,-20,6
Cc1cc(C)c(S(=O)(=O)c2cccc(Cl)c2)c(Cl)n1,/,4,-4,0.0,/,0,9,/
O=C(c1ccc(S(=O)(=O)NCc2ccco2)cc1)N1CCN(Cc2ccccc2F)CC1,-0.1,0,-2,0.0,-3,-1,-2,4
CCOc1ccc(/C=N/Nc2ccc(C(F)(F)F)cc2[N+](=O)[O-])cc1O,-0.6,-8,-2,0.1,/,-1,-5,/
C=CCNC(=S)N/N=C1\CCS(=O)(=O)c2ccccc21,/,5,-1,-0.1,11,4,-16,0
CCOc1ccc(NS(=O)(=O)c2ccc(NC(=O)C3CC3)cc2)cc1,-0.2,-11,-1,0.3,7,-6,-12,7
O=C([C@H]1[C@H](CO)[C@H]2Cn3c(ccc(-c4ccccc4)c3=O)[C@H]2N1Cc1cocn1)N1CCCCC1,-0.9,0,0,0.0,7,0,5,6

Remaining list, next part
Molecule,E-sel inducer,ERp5 block,ERAP1 inh,XiGFP reactiv,esBAF inh,S100A4 MyoIIA,RAD52 anneal inh,RAD54 inh
CN(C(=O)c1cccc(C#CC(C)(C)O)c1)C1CCCN(Cc2ccccc2F)C1 (configuration not stated),/,19,-4,0.3,-4,-4,-8,1
Cc1cc(C)c(S(=O)(=O)Nc2nnc(C3CCCCC3)s2)c(C)c1,-0.9,-4,0,0.0,-6,-4,-5,0
CCOc1ccc2c(c1)[nH]c(=S)n2C,0.0,0,1,-0.2,/,1,-20,6
CCCCN(C(=O)c1ccc(C#N)cc1)c1c(N)n(CCC)c(=O)[nH]c1=O,-0.3,1,-3,0.2,-3,-22,-1,4
CC1CC(=O)N(CC(=O)Nc2cccc(F)c2)c2ccccc2S1(=O)=O (configuration not stated),/,4,-2,0.0,6,-16,-13,4
COc1ccc2c3c([nH]c2c1)[C@H](CO)N(C(=O)C1CCOCC1)CC31CN(S(C)(=O)=O)C1,-0.1,-2,-2,0.0,/,8,-9,/
O=C(/C=C/c1cc([N+](=O)[O-])ccc1OC(F)F)Nc1cccc([N+](=O)[O-])c1,5.1,-9,-5,0.1,/,1,-3,/
Cc1cnc2c(C(=O)O)cnn2c1,/,8,0,0.0,/,0,-5,/
CCCNC(=O)N1CCC2(CC1)CN(C(=O)CC1CC1)[C@H](CO)c1[nH]c3cc(OC)ccc3c12,0.6,-1,-2,0.4,/,6,3,/
CC(C)CCN(C(=O)c1cc(=O)[nH]c2ccccc12)c1c(N)n(Cc2ccccc2)c(=O)[nH]c1=O,0.5,-1,0,-0.1,-2,-6,-15,-2
COC(=O)C(C)Oc1cc(OC(C)C(=O)OC)c2c(C)c(Cl)c(=O)oc2c1 (configuration not stated),0.0,-8,8,0.0,-2,6,-1,-2
COc1cc(C(=O)N/N=C/c2cn(Cc3ccccc3)c3ccccc23)ccc1O,0.2,3,3,-0.1,3,-2,1,-4
Cc1ccc2oc3c(c(=O)c2c1)C(c1cccc(O)c1)N(c1ccccn1)C3=O (configuration not stated),0.0,-2,0,0.2,5,-3,-8,-1
Cc1nc(Nc2ccc(Cl)cc2Cl)sc1C(=O)Nc1ccccc1,0.4,-3,-1,0.2,5,-7,-11,/
COc1ccc(NC(=O)Nc2ccc3c(c2)C(=O)N([C@H](C)CO)C[C@H](C)[C@H](CN(C)Cc2ccc4c(c2)OCO4)OCCCC[C@H](C)O3)cc1,0.1,-7,2,-0.9,-6,14,-4,-11

(next part)
Molecule,E-sel inducer,ERp5 block,ERAP1 inh,XiGFP reactiv,esBAF inh,S100A4 MyoIIA,RAD52 anneal inh,RAD54 inh
Cc1ccc(C)c(CN2C(=O)c3ccccc3S(=O)c3ccc(C(=O)N4CCN(c5ccccn5)CC4)cc32)c1 (configuration not stated),0.1,2,1,0.1,/,1,-9,/
C[C@H](CO)N1C[C@H](C)[C@H](CN(C)Cc2ccc(Cl)c(Cl)c2)Oc2c(NC(=O)C3CCCCC3)cccc2C1=O,0.0,-1,3,-0.1,2,-5,-6,-9
CCc1ccccc1NC(=O)CC(NCc1ccccc1)C(=O)O (configuration not stated),/,-3,1,0.2,-3,2,-7,1
CC(C)C(=O)N1CCN(c2ccc(NC(=O)c3ccc4c(c3)OCCO4)cc2)CC1,/,0,2,0.0,/,-6,-7,/
Cc1ccc(C(=O)N2C(=O)C(c3ccccc3)Oc3ccccc32)cc1 (configuration not stated),/,1,/,0.0,/,-8,-16,/
O=C(O)c1ccc(-n2cccc2/C=C2/NC(=O)N(c3ccccc3)C2=O)cc1,/,2,28,-0.1,-2,-10,-16,/
COc1cc(F)ccc1S(=O)(=O)n1c(C)nc2ccccc21,/,3,1,0.2,-2,-3,0,1
Cc1ccccc1NS(=O)(=O)c1cc(C(=O)N2CCCC2)ccc1Cl,-1.0,3,-1,0.1,6,-11,-7,-14
CCN=C(NCC)SC1CC(=O)N(CCc2ccccc2)C1=O (configuration not stated),0.0,3,-5,-0.2,/,1,-9,-15
CCc1nc(SCc2ccc(Br)cc2)n[nH]1,-0.1,-2,-3,0.2,47*,-6,-8,-3
CCc1ccc(N(C(=O)CNC(=O)c2cccs2)C(C(=O)NC(C)(C)C)c2cc(OC)c(OC)c(OC)c2)cc1 (configuration not stated),/,5,1,/,-4,-19,-5,-7
C[C@H](NC(=O)c1nc[nH]c1C(=O)N[C@@H](CCCCN)C(=O)OC(C)(C)C)C(=O)OCc1ccccc1,-0.1,8,-4,0.1,3,4,-28,-14
COc1ccccc1C(=O)Nc1ccc(C(=O)c2ccccc2)cc1,/,-6,-3,1.1,31,-2,-8,12
CCOC(=O)c1c[nH]c2c(C)ccc(Cl)c2c1=O,/,0,-2,0.0,/,-2,-9,/
COc1ccccc1S(=O)(=O)CC(O)COc1ccc(F)cc1Cl (configuration not stated),1.1,7,3,0.3,/,-6,-12,/

More records follow:
Molecule,E-sel inducer,ERp5 block,ERAP1 inh,XiGFP reactiv,esBAF inh,S100A4 MyoIIA,RAD52 anneal inh,RAD54 inh
CCCC(=O)Nc1nc(-c2ccc(Cl)s2)cs1,2.1,-14,2,-0.3,/,-4,-28,/
Nc1ccc2c(c1)Cc1cc(N)c(Cl)cc1-2,1.6,-6,0,0.1,88*,2,-7,10
Cc1ccc(CNC(=O)C2CCCN(S(=O)(=O)c3ccc(F)cc3)C2)cc1 (configuration not stated),0.2,1,-5,0.1,3,-2,0,-8
O=C(Cc1ccccc1Cl)NCc1cccnc1,0.5,3,1,0.1,-4,3,-4,1
CO[C@H]1CN(C)C(=O)c2ccc(NC(=O)C3CC3)cc2OC[C@H](C)N(Cc2nccs2)C[C@H]1C,0.0,9,1,-0.4,0,18,2,4
CCCOc1ccccc1OCC(=O)Nc1ccc(S(=O)(=O)N2CCCC2)cc1,-0.1,-2,-8,-0.1,/,-2,-8,2
COc1ccc(-c2csc(NC(=O)CN3C(=O)NC4(CCCC4)C3=O)n2)cc1,/,-2,-6,0.2,2,-7,-8,1
CC(NS(=O)(=O)c1ccc(Cl)cc1)C(=O)Nc1ccc2c(c1)OCCO2 (configuration not stated),0.4,2,0,0.4,-3,1,-9,/
Cc1nc(NCCc2cnc[nH]2)c2oc3ccccc3c2n1,/,1,-2,/,-3,1,10,3
COC(=O)c1ccc(CN=C(NS(=O)(=O)c2ccccc2)c2ccccc2)cc1,/,0,0,0.2,-4,-2,1,-12
Fc1ccc(CNc2ncnc3cc(Cl)ccc23)cc1,0.2,1,1,0.2,1,9,-7,6
CCCCn1nnc(NC(=O)c2ccc(-c3ccccc3[N+](=O)[O-])o2)n1,0.5,3,1,-0.7,35,-3,-10,-3
COc1ccc(NC(=O)Nc2ccc3c(c2)C(=O)N([C@@H](C)CO)C[C@H](C)[C@H](CN(C)C(=O)Nc2ccc4c(c2)OCO4)OCCCC[C@@H](C)O3)cc1,-0.1,-2,4,0.1,-2,-7,-23,-8
O=C(Nc1ccccc1)N1CC(=O)N2[C@H](CO)[C@H](c3ccc(C#CC4CCCCC4)cc3)[C@H]2C1,-0.2,-4,0,0.0,/,-10,-2,/
COc1ccc(C2=NN(C(=O)CN3CCCCC3)C(c3ccc(OC)cc3)C2)cc1 (configuration not stated),0.5,-3,6,0.3,/,-2,-16,/

Entries of single compounds as entered above. Order of values: E-sel inducer | ERp5 block | ERAP1 inh | XiGFP reactiv | esBAF inh | S100A4 MyoIIA | RAD52 anneal inh | RAD54 inh
Profile of `CCCCn1nnc(NC(=O)c2ccc(-c3ccccc3[N+](=O)[O-])o2)n1` = 0.5 | 3 | 1 | -0.7 | 35 | -3 | -10 | -3
Profile of `CCCOc1ccccc1OCC(=O)Nc1ccc(S(=O)(=O)N2CCCC2)cc1` = -0.1 | -2 | -8 | -0.1 | / | -2 | -8 | 2
Profile of `COC(=O)c1ccc(CN=C(NS(=O)(=O)c2ccccc2)c2ccccc2)cc1` = / | 0 | 0 | 0.2 | -4 | -2 | 1 | -12
